# FN deposition inh: fibronectin deposition inhibition; AH1F fibroblasts, Alexa488-fibronectin deposition fluorescence, overnight; inhibition, % at 12.6 µM; hit rate 0.086% among 350,000; AID 743247;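 active = mean inhibition across replicates of 30% or more, regardless of how many single replicates reach that level; inconclusive = mean under 30% yet at least half of replicates reach 30%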;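 note: positive control wells lacked labelled fibronectin entirely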
#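 Material: AH1F fibroblasts assembling fluorescent fibronectin matrix; amount: 10000 AH1F cells/well; medium: DMEM, 2% serum; reagent: Alexa488-fibronectin, 24 nM final in well; dosing: single compound dose, delivered by pin transfer; incubation: 1 h adhesion, overnight exposure; detection: fluorescence after three HBSS washes, excitation 485 nm, emission 525 nm; measure: fibronectin deposition inhibition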
# GSIS activator: primary screen for activators of insulin secretion dependent on glucose, INS-1E cells, GLuc reporter luminescence; INS-1E GLuc reporter insulin secretion, 2-3 h; activation, % at 16.6 µM; hit rate 0.61% among 370,000;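 active = lowest replicate activation of at least 40%, so every replicate reaches that level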;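 note: 0% = median of neutral control wells and 100% = median of IBMX positive control wells; some compounds called inactive have numbers as strong as hits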
# PAX8 inh HTS: lowers PAX8-driven luciferase in RMG-I cells; AID 652154; inhibition, % at 12.6 µM; RMG-I TPO-luciferase reporter, SteadyGlo, 24 h; hit rate 1.2% among 360,000;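 active = mean replicate inhibition at least 60% with every replicate also reaching 60%; inconclusive = only one of the two criteria is met; inactive = mean below 60% and not all replicates reaching 60%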;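 note: luciferase light reporting Pax8 driven TPO promoter activity; plate controls were median of neutral control wells for no effect and mitoxantrone controls for full effect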
# EWS-Fli inh: blocks EWS/Fli oncoprotein-driven transcription. A673 NR0B1-luciferase reporter, viability-normalised. inhibition, % at 12.6 µM. hit rate 0.67% among 350,000;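 active = mean inhibition of at least 50% after viability correction, with every replicate also passing that limit; inconclusive = mean reaches 50% but only one of two replicates passes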;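 note: firefly luciferase signal divided by Alamar Blue viability fluorescence both relative to DMSO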
# F508del corr: correctors of CFTR F508del function in bronchial epithelial cells; activity (quench increase), % at 7.58 µM; hit rate 0.36% among 350,000; CFBE cells, YFP halide quenching; stimulated with forskolin plus potentiator P3; % fluorescence drop versus neutral controls;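 active = mean added fluorescence quench of at least 8% versus neutral control, with both replicates also reaching 8%; inconclusive = only one of the mean or replicate conditions met; inactive = mean below 8% and not both replicates reaching 8%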;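 note: cells transiently co-express mutant CFTR-F508del with the halide-sensitive YFP; corrector assay measuring rescue of mutant channel to the surface after 24 h compound exposure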
# DENV2 CPE: inhibitors of DENV2 cytopathic effect; DENV2-infected cells, cytopathic effect rescue, plate reader; CPE inhibition, % at 9.99 µM; hit rate 1.7% among 350,000; in the data active = CPE inhibition above about 20%, passing the limit was not always enough; inconclusive = no clear call, values can overlap the other calls; tested in BHK-21 cells;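 note: 0% = median of neutral control wells and 100% = median of positive control wells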
# miR-122 sensor: miR-122 inhibition in Huh7 cells; Huh7 miR-122 Renilla luciferase sensor, 48 h; neutral wells = 0, positive control = 100; hit rate 0.3% among 340,000; activation (reporter increase), % at 12.5 µM;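 active = mean replicate activation score at least 90 and every replicate individually at or above 90; inconclusive = only one of the two criteria met; inactive = neither criterion met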;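 note: higher luciferase means less miR-122 activity so hits act as miR-122 inhibitors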
# Numbers without * were called inactive; ? = inconclusive; . = not tested or not shown; & = joins results of further samples; ! = a repeat was not active; [ ] = another dose, or the depositor's remark.
structure,FN deposition inh,GSIS activator,PAX8 inh HTS,EWS-Fli inh,F508del corr,DENV2 CPE,miR-122 sensor
COc1ccc(N2CC(C(=O)OCC(=O)Nc3cccc(C)c3C)CC2=O)cc1 (stereo not drawn),2,2,11,3,1.4,-5,-3
CCOc1ccc(NS(=O)(=O)c2c(C)nc3sccn3c2=O)cc1,2,22,-11,7,5.8,15,4
Cc1ccc(NC(=O)CCS(=O)(=O)c2ccc3c(c2)NC(=O)C(C)S3)cc1Cl (stereo not drawn),0,-22,15,.,1.5,-2,.
C[C@@H]1CN([C@H](C)CO)S(=O)(=O)c2ccc(C3=CCCCC3)cc2O[C@H]1CN(C)C(=O)C1CCOCC1,-4,-7,-6,-1,-2.3,-6,3[16.7 µM]
O=C(NCCc1c[nH]c2ccccc12)c1ccc2[nH]c(=O)c(=O)[nH]c2c1,1,9,12,21,-1.8,4,2
Cc1cccc(NC(=O)C2CCN(S(=O)(=O)c3cccc4cccnc34)CC2)n1,-6,-10,21,5,1.2,-2,7
O=C(CSCc1c(Cl)cccc1Cl)NCC1CCCO1 (stereo not drawn),2,.,16,.,.,.,0
CC(C)N(C(=O)COC(=O)Cn1cnc2ccccc21)c1ccccc1,7,15,-5,4,-0.7,-3,3
COC(CNC(=O)c1cn(C)c2ccc(S(=O)(=O)N3CCOCC3)cc2c1=O)OC,12,10,-7,7,1.9,?,.
O=C(O)CCCC(=O)Nc1ccc(Br)cc1C(=O)O,-4,.,-8,.,.,.,-3
CCC(=O)N1C[C@@H](C)[C@@H](OC)CN(C)C(=O)c2ccc(NC(=O)Nc3ccc(Cl)cc3)cc2OC[C@@H]1C,-7,-32,32,-8,-1.7,0,.
CCOC(=O)CC1(NC(=O)C2CCC(=O)N(CCc3ccccc3)C2)CCCCC1 (stereo not drawn),6,-8,-27,-26,0.6,0,1
CCOCC(=O)Nc1c(C(=O)Nc2ccc3c(c2)OCO3)oc2ccccc12,-2,11,-189,.,1.2,-7,7
CC1=C(C(=O)OCc2ccccc2)C(c2ccc([N+](=O)[O-])cc2)NC(=O)N1CCCCCC(=O)O (stereo not drawn),3,.,25,23,-2.3,10,-1
COc1ccc(S(=O)(=O)N2CCOCC2)cc1NC(=O)c1c(-c2ccccc2)noc1C,-2,10,16,15,3.2,-5,1
O=C(NCc1ccccc1)C1=C[C@@H](c2ccc3c(c2)OCO3)C[C@@H](OCc2ccc(CO)cc2)O1,-4,4,35&-3,12&8&6,1.6&3.7&1.3,22*!,7
O=C1c2ccccc2S(=O)(=O)c2cc(C(=O)N3CCN(C(=O)c4ccccc4)CC3)ccc21,1,19,-7,18,-2.3,.,4
COc1cc(CCC(=O)Nc2ccc(Cl)c(C(F)(F)F)c2)cc(OC)c1OC,8,-7,5,7,.,-3,.
CCCOc1ccc(N2C(=O)CC(N3CCN(CCN=CC4C(=O)CC(C)(C)CC4=O)CC3)C2=O)cc1 (stereo not drawn),-21,-1,-24,8,-0.7,1,0
Cc1ccc(S(=O)(=O)Nc2ccccn2)c(C)c1,-6,-2,1,-10,-2.7,3,25
O=C(C[C@@H]1CC[C@@H]2[C@H](COC[C@H](O)CN2Cc2ccncc2)O1)NCc1ccccc1Cl,8,0,.,.,0.0,4,8[16.7 µM]
N#C[C@H]1[C@H](c2ccc(C3=CCCC3)cc2)[C@@H](CO)N1C(=O)c1ccccn1,-10,-11,3,4,-0.6,-4,.
O=C(C[C@H]1C[C@@H]2c3cc(NC(=O)CC4CC4)ccc3O[C@@H]2[C@@H](CO)O1)NCc1ccc(Cl)cc1,3,-12,14,5,-0.9,3,-3[16.7 µM]
O=C(NCCO)c1ccc(CSc2nc3ccccc3[nH]2)cc1,.,6,-42,1,.,.,.
O=C1c2ccccc2C(=O)c2c(Nc3ccc(CCO)cc3)ccc(O)c21,-1,-18,33,12,1.4,-4,0
O=Cc1cn(-c2ccccc2)nc1-c1cccc([N+](=O)[O-])c1,.,23,-37,-28,-0.7,12,-6
O=C(C[C@H]1C[C@H]2c3cc(NC(=O)NC4CCCC4)ccc3O[C@H]2[C@H](CO)O1)NCC1CC1,-23,2,3,2,-0.2,5,6[16.7 µM]
O=C(OCc1ccc(Cl)c(Cl)c1)c1ccc[nH]1,-1,-14,-127,-71,0.9,-1,-4
COc1ccc(S(=O)(=O)N2CCC[C@H]2C(=O)N2CCC[C@H]2C(=O)N[C@H](C)c2ccccc2)cc1C,7,10,-2,3,0.4,?,.
COc1ccc(CC(=O)N(Cc2ccccc2)c2ccc(C)cc2)cc1S(=O)(=O)N1CCOCC1,5,-10,10,-10,-1.8,-5,1

# As a working copy, part of the list above:
structure,FN deposition inh,GSIS activator,PAX8 inh HTS,EWS-Fli inh,F508del corr,DENV2 CPE,miR-122 sensor
COc1ccc(N2CC(C(=O)OCC(=O)Nc3cccc(C)c3C)CC2=O)cc1 (stereo not drawn),2,2,11,3,1.4,-5,-3
CCOc1ccc(NS(=O)(=O)c2c(C)nc3sccn3c2=O)cc1,2,22,-11,7,5.8,15,4

# Next part:
structure,FN deposition inh,GSIS activator,PAX8 inh HTS,EWS-Fli inh,F508del corr,DENV2 CPE,miR-122 sensor
O=C1OCCC1=COCCCCCOC=C1CCOC1=O,1,11,-12,1,-2.0,-2,-6
Cc1cc(C(=O)N2CCC(C)CC2)on1,-15,3,-7,-1,2.2,-7,.
O=C(NNc1cccc(Cl)n1)c1ccc(Cl)cc1Cl,10,6,.,.,.,.,5
COc1ccc(COC(=O)CCc2c[nH]c3ccccc23)cc1F,.,29,-2,-5,1.0,4,1
c1ccc2c(c1)nc(N1CCCCCC1)c1nncn12,5,47,-4,6,0.9,17,0
CCNC(=O)[C@H]1[C@H](CO)[C@H]2Cn3c(ccc(-c4ccccc4F)c3=O)[C@H]2N1C(=O)CC,.,8,.,3,.,-4,.
O=C(N[C@@H]1CC[C@@H](CCNS(=O)(=O)c2ccc(F)cc2)O[C@@H]1CO)c1cnccn1,-7,9,3,-42,-0.3,8,.
Cc1c(C(=O)N2C[C@@H](C)O[C@@H](C)C2)oc2c(F)cccc12,2,1,-135,-85,-3.1,-3,1
O=C(CSc1nnc(NC(=O)c2ccco2)s1)Nc1ccccc1Br,1,-28,11,-3,-1.0,3,-1
CCOC(=O)Cc1ccc(Nc2nc(NCc3ccccc3)nc3ccsc23)cc1,-1,7,-9,8,-2.8,6,-6
CCCNC(=O)N[C@@H]1CC[C@H](CCn2cc(C3CC3)nn2)O[C@H]1CO,0,14,-5,-11,-3.1,8,.
O=C(CN1CCN(c2ncccn2)CC1)NCCC1=CCCCC1,3,11,.,.,.,.,3
C[C@H](CO)N1C[C@H](C)[C@H](CN(C)S(=O)(=O)c2ccc(F)cc2)Oc2ccc(NS(=O)(=O)c3cn(C)cn3)cc2C1=O,.,5,.,0,-0.1,-8,-2[16.7 µM]
C[C@H](CO)N1C[C@H](C)[C@H](CN(C)Cc2ccc(Cl)c(Cl)c2)Oc2c(NC(=O)C3CCOCC3)cccc2C1=O,.,16,-7,6,2.5,.,59[16.7 µM]
Cc1coc2cc3oc(=O)c(CC(=O)N(C)CC(=O)O)c(C)c3cc12,5,3,18,-5,0.2,-6,-3
C[C@@H]1CN([C@H](C)CO)C(=O)c2cc(N(C)C)ccc2O[C@H]1CN(C)Cc1ccc(Cl)c(Cl)c1,1,-41,25,47,0.8,5,-3[16.7 µM]
Cc1ccc(NC(=O)COC(=O)C2CC3CCCC(C2)C3=O)c([N+](=O)[O-])c1 (stereo not drawn),1,0,-6,2,1.5,0,.
C[C@H](O)C#Cc1ccc2c(c1)O[C@H](CN(C)Cc1ccncc1)[C@H](C)CN([C@H](C)CO)S2(=O)=O,-2,3,.,2,-2.6,17,22[16.7 µM]
C=CCNc1nc(Cl)nc(NC2CCCCC2)n1,3,28,-53,-28,3.1,-9,-3
CN1CCN(C(=O)C[C@@H]2CC[C@@H]3[C@H](COC[C@@H](O)CN3CC3CCCCC3)O2)CC1,-4,6,-4,4,3.5,-8,-7[16.7 µM]
C[C@@H]1CN([C@H](C)CO)C(=O)c2cc(NS(=O)(=O)c3ccccc3)ccc2O[C@H]1CN(C)C(=O)Nc1ccc(C(F)(F)F)cc1,9,-8,1,4,-1.4,.,18[16.7 µM]
CCc1nnc(NC(=O)CCC(=O)N2CCN(Cc3ccc(OC)c(F)c3)CC2)s1,4,2,-5,.,-1.8,?,3
Cc1cc(C(=O)Nc2cccc3c2O[C@@H](CN(C)CC2CCCCC2)[C@@H](C)CN([C@@H](C)CO)C3=O)n(C)n1,.,24,-20,7,4.5,-4,94*[16.7 µM]
Nc1ccc2nc(SCc3ccccc3F)sc2c1,0,12,-53,-77,-3.3,8,.
COCc1c(C(=O)OCC(=O)c2ccc[nH]2)oc2ccccc12,-3,-10,.,3,2.8,-4,2
COc1ccccc1-c1cccc(-c2nc(C(=O)N3CCOCC3)cc3c2[C@H](CCO)N([S@@](=O)C(C)(C)C)C3)c1,-1,-6,1,1,-1.0,-1,.
N#C/C(=C/c1ccccc1[N+](=O)[O-])C(=O)NCc1ccco1,0,-11,-10,.,.,-5,1
CC(C)c1ccc(NC(=O)CSc2nc(=O)n(CCN3CCOCC3)c3c2CCC3)cc1,-10,-8,0,11,-1.2,-12,-4
NC(=O)c1ccc(/C(N)=N/S(=O)(=O)c2cc(C(F)(F)F)cc(C(F)(F)F)c2)cc1,-2,.,-29,-4,3.0,10,2
Cc1nc2ccccn2c1-c1csc(Nc2cccc(O)c2)n1,18,7,16,20,.,-3,.
C[C@@H]1CN([C@@H](C)CO)C(=O)c2cc(NS(=O)(=O)c3ccc(Cl)cc3)ccc2O[C@@H](C)CCCCO[C@@H]1CN(C)S(=O)(=O)c1ccc(Cl)cc1,-13,11,15,-3,2.1,-3,-4[16.7 µM]
COc1ccc(CNC(=O)C(=O)NCc2cccnc2)cc1,-6,8,-14,-15,-1.2,4,-2
CCC(C)NC(=O)CSc1nnc(-c2ccc(Cl)cc2)n1N (stereo not drawn),-1,14,4,4,-0.8,-7,.
CCOc1cc(C(=O)NC2CC(C)(C)NC(C)(C)C2)cc(OCC)c1OCC,-3,3,-24,-18,2.7,-2,4
COc1cc(N=C2C(=O)N3CCCc4cccc2c43)cc(OC)c1,-8,-6,6,.,.,.,.
Cc1noc(C)c1NC(=O)Nc1ccc2c(c1)C(=O)N([C@@H](C)CO)C[C@@H](C)[C@H](CN(C)C(=O)NC1CCCCC1)OCCCC[C@H](C)O2,.,-6,-13,-7,1.7,11,2[16.7 µM]
C[C@H](NC(=O)c1ccccc1)C(=O)Nc1nc(-c2ccccn2)cs1,2,0,0,9,1.8,0,.
COCC(=O)N(C)C[C@H]1Oc2ncc(Br)cc2C(=O)N([C@H](C)CO)C[C@@H]1C,.,13,-7,-8,1.1,0,12[16.7 µM]
C[C@@H]1CCCCO[C@@H](CN(C)C(=O)Nc2cccc3ccccc23)[C@H](C)CN([C@@H](C)CO)C(=O)c2cc(NC(=O)Cc3ccccc3)ccc2O1,.,4,20,-1,-0.1,2,-5[16.7 µM]
CNC[C@H]1Oc2cc(C#Cc3ccncc3)ccc2S(=O)(=O)N([C@H](C)CO)C[C@@H]1C,-17,10,18,-23,-1.7,-2,.
Cc1ccccc1-c1cccc([C@@H]2C[C@H]3C(CN2)CON3C)c1 (stereo partly drawn),-22,12,-7,-7,1.5,?,-2
COc1ccc2c3c([nH]c2c1)[C@H](CO)N(S(C)(=O)=O)CC31CN(C(=O)c2ccccc2)C1,4,5,.,-4,-0.4,-2,.
